TAAR1 ag: human TAAR1 agonism. CHO RD-HGA16 TAAR1, Fluo-8 calcium fluorescence; vehicle wells 0%, saturating PEA agonist 100%. activation, % at 3 µM. 0.99% of 360,000 active;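 active = activation above the mean activation of all test compounds in the run plus 3 SD, cut at about 38% in these data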
Target sequence (Q96RJ0 whole entry, looked up): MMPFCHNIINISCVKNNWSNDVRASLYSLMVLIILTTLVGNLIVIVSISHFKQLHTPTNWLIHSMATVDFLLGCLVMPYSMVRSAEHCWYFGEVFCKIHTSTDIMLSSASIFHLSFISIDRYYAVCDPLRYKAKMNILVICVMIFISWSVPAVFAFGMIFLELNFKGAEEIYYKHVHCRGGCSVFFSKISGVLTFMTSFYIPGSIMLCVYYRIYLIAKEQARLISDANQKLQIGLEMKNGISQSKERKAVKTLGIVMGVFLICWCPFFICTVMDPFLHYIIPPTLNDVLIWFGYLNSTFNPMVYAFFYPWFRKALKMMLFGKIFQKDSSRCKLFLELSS
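Test system: RD-HGA16 (CHO) cells co-expressing Gα16 and hTAAR1 / Benchmarks: DMSO vehicle as 0%, PEA at EC100 as 100% / Repeats: no replicates (n 1) / Measure: % activation from peak over basal fluorescence ratio, DMSO-to-PEA scaled / Timing: 17-24 h plating, Fluo-8 75 min 37 °C, 30 min RT / Technique: kinetic Fluo-8 calcium fluorescence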
CRFR2-BP antag: blocks CRF-induced signaling of the CRF-BP/CRF-R2 complex. AID 588475. HEK293 CRF-R2/CRF-BP, CRF-induced calcium fluorescence. inhibition, % at 11.8 µM. 0.59% of 350,000 active;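 active = inhibition of the ligand-induced calcium signal above about 50% at the single tested concentration, limit read from the data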
CHRM5 PAM: potentiates acetylcholine response at human M5 receptor | activation, % at 3 µM | CHO-K1 hM5, Fluo-8 calcium, ACh EC20 PAM; 0% = ACh EC20, 100% = ACh EC100 | 0.3% of 360,000 active;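 active = activation above the run cutoff, the mean activation of all test compounds plus 3 SD, cut at about 18% in these data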
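Probe or stimulus: acetylcholine, EC20 level; Assay system: human M5 receptor in CHO-K1 cells; Schedule: compound preincubation 140 s before EC20 acetylcholine addition; Technique: intracellular calcium via Fluo-8 fluorescence; Dosing: single-point, 3 µM nominal; Read-out basis: percent activation from peak-over-basal fluorescence ratio, scaled EC20-to-EC100 acetylcholine; Repeats: one well per compound, no replicates.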
M1 PAM parental: counter-screen for M1 PAMs: effect in parental CHO-K1 cells; ATP EC20, Fluo-8 calcium fluorescence; 0% at ATP EC20, 100% at ATP max; activation, % at 3 µM; 0.02% of 360,000 active; AID 602247;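 active = activation above the run cutoff, the mean activation of all test compounds plus 3 SD, cut at about 40% in these data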;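 also: peak over basal fluorescence ratio in a 140 s read after ATP addition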
CHRM4 PAM: CHRM4 positive allosteric modulation; P08173; CHO-K1 hM4/Gqi5, Fluo-8 calcium fluorescence, ACh EC20; 0% = ACh EC20, 100% = maximal ACh; activation, % at 3 µM; 0.4% of 360,000 active; AID 624126;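 active = activation above its plate's cutoff, the mean activation of sample wells plus 3 SD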; also: some results filed as inactive read as strong as hits
Target sequence (P08173 whole entry, looked up): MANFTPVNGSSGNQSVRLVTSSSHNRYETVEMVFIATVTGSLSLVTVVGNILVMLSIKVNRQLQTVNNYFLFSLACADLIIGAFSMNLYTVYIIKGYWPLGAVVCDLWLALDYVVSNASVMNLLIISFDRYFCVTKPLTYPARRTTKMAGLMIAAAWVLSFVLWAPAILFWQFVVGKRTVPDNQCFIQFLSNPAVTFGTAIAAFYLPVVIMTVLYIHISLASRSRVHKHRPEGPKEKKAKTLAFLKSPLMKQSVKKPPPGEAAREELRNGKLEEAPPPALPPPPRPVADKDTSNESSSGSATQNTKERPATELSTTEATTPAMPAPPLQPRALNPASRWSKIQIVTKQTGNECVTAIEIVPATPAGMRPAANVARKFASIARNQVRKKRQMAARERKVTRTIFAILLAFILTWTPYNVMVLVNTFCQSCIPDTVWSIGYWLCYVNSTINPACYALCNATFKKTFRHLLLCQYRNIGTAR
CRFBP-R2 agonist: CRF-BP/CRF-R2 complex agonism. HEK293 CRF-R2/CRF-BP, calcium dye fluorescence (FLIPR); percent of saturating CRF peptide response. activation, % at 13.2 µM. 0.46% of 350,000 active. AID 588473;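 active = activation of at least 50%, plus an integration ratio under a set limit after plate pattern correction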;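 also: plate controls were neutral control wells without compound for no effect and CRF at EC100 for full effect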
M5 antag: antagonists of human muscarinic M5 receptor (CHRM5); P08912; CHO-hM5 cells, Fluo-8 calcium fluorescence, ACh EC80; inhibition, % at 3 µM; 0.59% of 360,000 active;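 active = inhibition above a per-plate cutoff, the mean of that plate's test compounds plus 3 SD, cut at about 27% in these data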;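 also: 0% = acetylcholine EC80 with DMSO and 100% = DMSO without agonist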
TAAR1 antag: human TAAR1 antagonism. Q96RJ0. CHO RD-HGA16 TAAR1, Fluo-8 calcium fluorescence, antagonist. inhibition, % at 3 µM. 1.5% of 360,000 active. AID 624466;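 active = inhibition above a per-plate cutoff, the mean inhibition of test compounds on that plate plus 3 SD, cut at about 49% in these data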;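 also: 0% = DMSO plus EC80 beta-PEA response and 100% = DMSO alone without agonist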
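Material: CHO RD-HGA16 cells bearing hTAAR1; compound dosing: one-point dosing, 3 µM nominal final; schedule: dye loading 75 min at 37 °C, then 30 min room temperature; measured by: calcium fluorescence with Fluo-8; control set: vehicle and agonist controls; replication: n of 1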
CHRM5 agonist: agonists of human muscarinic M5 receptor (CHRM5). CHO-K1 hM5 cells, Fluo-8 calcium fluorescence; 0% DMSO wells, 100% maximal acetylcholine response. activation, % at 3 µM. 0.19% of 360,000 active. AID 624037;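 active = activation above the run's mean over test compounds plus 3 SD, cut at about 23% in these data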;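 also: signal is peak over basal fluorescence ratio across the kinetic read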
Active calls of the source: *; · = not tested or not shown.

SMILES | TAAR1 ag | CRFR2-BP antag | CHRM5 PAM | M1 PAM parental | CHRM4 PAM | CRFBP-R2 agonist | M5 antag | TAAR1 antag | CHRM5 agonist
Cc1ccc(CN2CCN(C(=O)c3ccco3)CC2)cc1 | 1 | 10 | -2 | -3 | 6 | 3.0 | 5 | 0 | 2
CCCCCCCC[n+]1c(C)n(-c2ccccc2)c2ccc(NC(C)=O)cc21 | 5 | 10 | -10 | 10 | -18 | -1.3 | 14 | -7 | -19
O=C(CN(C(=O)CCC(=O)Nc1nccs1)c1ccc2c(c1)OCO2)NCc1ccccc1 | -2 | 6 | 2 | 15 | 9 | 0.0 | 6 | -4 | -2
COc1cc(C(=O)OCC(=O)c2c(N)n(C)c(=O)n(C)c2=O)ccc1OCCC(C)C | 6 | 12 | -1 | 23 | 5 | -2.5 | 3 | -12 | -2
Cc1ccc(Cn2cnc3c(cnn3-c3ccc(F)cc3)c2=O)cc1 | 4 | -1 | 1 | 9 | 1 | -0.7 | 3 | -6 | 3
Cc1ccc(C(=O)NC(=C(Cl)Cl)S(=O)(=O)c2ccc(Cl)cc2)cc1 | 2 | -12 | -3 | 19 | -10 | 3.2 | 5 | -15 | -9
CCOC(=O)c1sc(-c2ccc(Cl)cc2)nc1O | 3 | 7 | -2 | 18 | 0 | 0.7 | 3 | -18 | 1
CCCCN(C(=S)NC(=O)c1ccccc1)c1c(N)n(Cc2ccccc2)c(=O)[nH]c1=O | 3 | 4 | 0 | 8 | 10 | -6.0 | -2 | -7 | -5
COc1nccc(C(F)(F)F)c1C(=O)Nc1ccc(Cl)cc1 | 6 | 17 | 4 | 19 | 6 | -1.7 | 1 | 7 | -2
O=C(COc1ccc(Cl)cc1)NCc1ccccc1 | 2 | 10 | 3 | 16 | 7 | -2.6 | 6 | -7 | 0
COc1cc(SC)ccc1C(=O)NCCN1CCOCC1 | 1 | 7 | 1 | 9 | -7 | -0.9 | 5 | -13 | 1
COc1ccc(NC(=O)Nc2cccc([N+](=O)[O-])c2)cc1Cl | 13 | 33 | -19 | -3 | -12 | 6.8 | 31* | 27 | 5
CC1CCC(NC(=O)c2ccc(Br)o2)CC1 (stereo not given) | -2 | -1 | -3 | 10 | 4 | -1.7 | 9 | -19 | -2
COc1ccc(OC)c(NC(=O)C2CC(=O)n3ncnc3N2)c1 (stereo not given) | 4 | -18 | 6 | -5 | 21 | -0.1 | -4 | -10 | 2
CNC(=O)C1CCC(=O)N1Cc1ccc(C)cc1 (stereo not given) | 4 | 14 | 1 | 8 | 1 | -1.8 | -3 | -5 | 1

Compounds listed so far with fluorine, in the order listed:
SMILES | TAAR1 ag | CRFR2-BP antag | CHRM5 PAM | M1 PAM parental | CHRM4 PAM | CRFBP-R2 agonist | M5 antag | TAAR1 antag | CHRM5 agonist
Cc1ccc(Cn2cnc3c(cnn3-c3ccc(F)cc3)c2=O)cc1 | 4 | -1 | 1 | 9 | 1 | -0.7 | 3 | -6 | 3
COc1nccc(C(F)(F)F)c1C(=O)Nc1ccc(Cl)cc1 | 6 | 17 | 4 | 19 | 6 | -1.7 | 1 | 7 | -2

The listing picks up, repeating the 2 entries before the break.
SMILES | TAAR1 ag | CRFR2-BP antag | CHRM5 PAM | M1 PAM parental | CHRM4 PAM | CRFBP-R2 agonist | M5 antag | TAAR1 antag | CHRM5 agonist
COc1ccc(OC)c(NC(=O)C2CC(=O)n3ncnc3N2)c1 (stereo not given) | 4 | -18 | 6 | -5 | 21 | -0.1 | -4 | -10 | 2
CNC(=O)C1CCC(=O)N1Cc1ccc(C)cc1 (stereo not given) | 4 | 14 | 1 | 8 | 1 | -1.8 | -3 | -5 | 1
Clc1ccccc1Nc1c2c(nc3ncnn13)CCC2 | 13 | 37 | -7 | -3 | -6 | -0.4 | 4 | -4 | 0
CC1(C(=O)NS(=O)(=O)Cc2cccc(Cl)c2)CCN1C(=O)Cc1ccc(-c2ccccc2)cc1 (stereo not given) | 1 | · | 0 | -4 | 9 | · | -1 | -10 | 1
O=[N+]([O-])c1cc(C(F)(F)F)cc([N+](=O)[O-])c1NCCCN1CCOCC1 | 5 | -2 | -4 | -6 | -6 | 0.4 | 2 | 4 | -3
CC(=O)NC(c1ccccc1)c1nc(-c2cccc(CO)c2)cs1 (stereo not given) | 0 | · | 0 | 2 | 7 | · | -2 | -33 | 1
CC1(C)CC(=O)C(C=NCCN2CCN(C(=S)Nc3ccccc3)CC2)=C(O)C1 | 6 | -11 | 0 | 8 | 5 | -1.9 | -4 | -2 | -1
O=C(Nc1ccc(Cl)cn1)c1cnn2cccnc12 | 3 | -10 | -1 | 13 | 0 | 2.8 | -7 | -14 | 0
O=C(NCCc1ccccn1)C1CCCN(S(=O)(=O)Cc2ccccc2)C1 (stereo not given) | 8 | 6 | 0 | 15 | 1 | 0.2 | 1 | -4 | 1
O=C(Nc1nccs1)c1cc2cc(Cl)ccc2oc1=O | 0 | 3 | -8 | 24 | 4 | -4.2 | 14 | -39 | -4
CCN(CC)S(=O)(=O)c1ccc(/C=C/C(=O)Nc2ccc(F)c(F)c2F)cc1 | 8 | -46 | -10 | -5 | -12 | 5.8 | 0 | 28 | 3
CN1CCN(C(=S)NC(=O)c2ccc(S(=O)(=O)N3CCOCC3)cc2)CC1 | 2 | 4 | -7 | -11 | -25 | 1.0 | -1 | -13 | 0
COc1cc(-c2cc(C(=O)OCC(=O)Nc3ccc4c(c3)OCO4)c3ccccc3n2)cc(OC)c1OC | 1 | -2 | -6 | 17 | 7 | 0.0 | 4 | 6 | -1
COCCCNc1nc2ccccc2nc1NS(=O)(=O)c1cc(Cl)ccc1Cl | 2 | 11 | -4 | -22 | -4 | 0.2 | -3 | -8 | -1
COc1ccc(NC(=O)COC(=O)c2c(C)noc2C)cc1Cl | 2 | -6 | -2 | 0 | 0 | -1.2 | 2 | -16 | 1
COc1ccccc1-n1c(SCC(=O)O)nc2c(sc(=S)n2-c2ccc(Cl)c(C)c2)c1=O | 0 | 18 | 3 | 0 | -2 | 0.4 | 2 | -3 | -4
COc1ccc(-c2[nH]ncc2/C=N\NS(=O)(=O)c2ccc(Cl)cc2)cc1 | · | -3 | 0 | 14 | 5 | 3.2 | -15 | · | -2
Cc1[nH]c2ccccc2c1SCC(=O)Nc1nccs1 | 11 | -10 | 3 | 15 | 4 | 3.9 | 7 | -9 | 1
CCOc1cc(/C=N/NC(=O)Cc2ccc(C(F)(F)F)cc2[N+](=O)[O-])c(Br)cc1OC | 2 | 0 | 22* | 19 | 9 | 0.8 | -8 | -10 | 1
CCOC(=O)n1c(=O)n(Cc2ccc(OC)cc2)c2ccccc21 | 0 | 11 | 3 | 6 | -3 | -0.2 | 2 | 4 | -2
COc1ccc(NC(=O)CSCC(=O)N=c2sccn2C)cc1 | 2 | 27 | -1 | -22 | 6 | -0.3 | 6 | -21 | -3
Cc1cc(C)n2nc(C(=O)OCC(=O)c3c[nH]c4ccccc34)nc2n1 | 13 | -13 | 7 | 7 | -6 | 0.7 | 5 | 17 | 3
O=C1N(Cc2cccc(Cl)c2)C[C@@H]2C[C@@H](c3c[nH]c4ccccc34)N3CCC[C@@]123 | 8 | -13 | -8 | 22 | -11 | 5.6 | 6 | 11 | 4
CSc1n[nH]c(-c2ccc(C(F)(F)F)cc2)n1 | 2 | -22 | -26 | 5 | -46 | -3.4 | 9 | -27 | -2
O=c1[nH]c(=O)n(CCOc2ccc(Cl)cc2)cc1Br | 3 | -30 | 1 | 9 | 1 | 0.9 | -5 | -11 | -4
O=C(NCC(=O)N(Cc1ccccc1)C(C(=O)NC1CCCCC1)c1ccco1)c1ccco1 (stereo not given) | 26 | -5 | -11 | 17 | -11 | 0.6 | 5 | 26 | 1
Cc1ccc2c(COC(=O)C3=COCCO3)cc(=O)oc2c1 | 7 | 22 | -7 | -20 | -3 | -0.6 | 2 | 8 | -1
Nc1nc(-c2ccc(Br)cc2)cs1 | 1 | 14 | 15 | 6 | 4 | -1.6 | 0 | 2 | -4
COc1cccc(C(=O)OCn2nnc3ccccc3c2=O)c1OC | 4 | 9 | -12 | 13 | -4 | 3.1 | 13 | -15 | 5
Cc1csc(NC(=O)C(NS(=O)(=O)c2ccc(Br)s2)c2ccccc2)n1 (stereo not given) | 7 | -25 | -11 | 9 | 3 | -0.3 | -2 | 11 | -2
Cn1nnnc1Sc1ncnc2scc(-c3cccc(F)c3)c12 | 1 | -1 | 11 | 16 | 9 | 4.5 | 7 | 6 | -8
CCOC(=O)C1CCN(C(=O)c2ccc(SC)cc2OC)CC1 | 1 | 23 | 5 | 20 | 11 | 0.3 | -14 | 2 | -4
O=C(CN(C(=O)c1ccco1)c1cccc(F)c1)NCc1ccc(F)cc1 | 9 | -2 | -3 | 13 | 3 | -0.7 | -7 | 15 | -1
O=C(CNC(=O)c1ccccc1)Oc1ccc([N+](=O)[O-])cc1 | 0 | 2 | 1 | 5 | -1 | -0.8 | 9 | -10 | 4
CN(C(=O)COC(=O)c1cccc(NS(=O)(=O)c2ccc(F)c(F)c2)c1)C1CCS(=O)(=O)C1 (stereo not given) | 0 | -1 | 7 | -21 | 3 | 0.1 | 1 | 7 | 1
CCC1CCCCN1C(=O)c1ccc(OC)c(OC2CCN(C(C)C)CC2)c1 (stereo not given) | 3 | -5 | -2 | 8 | -3 | 1.5 | 8 | -20 | -10
COc1ccc(S(=O)(=O)Nc2ccccn2)c(C)c1C | 7 | 3 | 6 | -2 | 5 | -1.0 | -5 | -9 | -11
Cc1ccc2oc(=O)c3cnn(CC(=O)NC4CCN(Cc5ccccc5)CC4)c3c2c1 | 1 | 24 | -4 | 16 | -7 | -1.5 | 3 | 2 | -4
O=[N+]([O-])c1cccc2ccc(/C=C/c3ccc(Cl)cc3)nc12 | 0 | -20 | -4 | 6 | 0 | 0.1 | 0 | -27 | -4
CCC1CCCCN1CCCNC(=O)Cn1c(=O)c2cccn2c2ccccc21 (stereo not given) | 2 | -10 | 0 | 6 | -5 | 1.5 | 10 | 1 | -7
Cc1cc(NC(=O)CSc2nnc(-c3cccc(Cl)c3)o2)no1 | -1 | -2 | 0 | -16 | 0 | 1.0 | -2 | 2 | -3
COc1ccccc1C1CCN(C(=O)c2ccc(Cl)cc2)CC1 | 5 | -6 | 1 | 10 | 5 | -1.1 | 5 | 0 | -5
CN(C)C(CNc1ncnc2sc3c(c12)CCCC3)c1ccco1 (stereo not given) | 1 | -1 | -1 | -9 | 6 | -3.5 | 13 | -24 | -7
O=C(CCC(=O)N1CCSc2ccccc21)NCCc1ccccc1 | 6 | 4 | -2 | 25 | 5 | -3.6 | -3 | 14 | 3
CC1(c2ccccc2)CC2CC(c3ccccc3)N1O2 (stereo not given) | 9 | 15 | -1 | 18 | 7 | -0.5 | -6 | 4 | -5
COc1ccc(Sc2nnc(-c3ccccc3)cc2C#N)cc1 | 10 | 5 | -6 | 13 | 6 | 3.1 | -9 | -7 | -2

Source: PubChem (several laboratories)
